TDP1 cell noCPT = qHTS for Inhibitors of human tyrosyl-DNA phosphodiesterase 1 (TDP1): qHTS in cells in absence of CPT. DT40 Tdp1-/- hTDP1 cells, no CPT, ATP luminescence, 48 h. Potency, µM (doses to about 46.2 µM), for the others: at the top dose activity change, negative = growth inhibition, hits mostly inhibitors. 420,000 compounds, 15% hits. AID 686978, 2013; note: nearly all actives have a fitted effect of over 55% in size
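DT40 Tdp1-/-;hTDP1 cells, no CPT (DMSO vehicle only), 400 cells/well; compounds pin-transferred; ≥48 hr, 37 °C; CellTiter-Glo 30 min RT dark, luminescence read.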
TDP1 inh = TDP1 (human) enzyme inhibition; recombinant TDP1, AlphaScreen DNA substrate cleavage; Potency, µM (series often up to 130 µM), without a hit: at the top dose activity change, negative = inhibition, most hits filed as inhibitors; 350,000 compounds, 0.28% hits; note: nearly all actives have a fitted effect of over 40% in size
Target sequence (Q9NUW8 whole entry, looked up): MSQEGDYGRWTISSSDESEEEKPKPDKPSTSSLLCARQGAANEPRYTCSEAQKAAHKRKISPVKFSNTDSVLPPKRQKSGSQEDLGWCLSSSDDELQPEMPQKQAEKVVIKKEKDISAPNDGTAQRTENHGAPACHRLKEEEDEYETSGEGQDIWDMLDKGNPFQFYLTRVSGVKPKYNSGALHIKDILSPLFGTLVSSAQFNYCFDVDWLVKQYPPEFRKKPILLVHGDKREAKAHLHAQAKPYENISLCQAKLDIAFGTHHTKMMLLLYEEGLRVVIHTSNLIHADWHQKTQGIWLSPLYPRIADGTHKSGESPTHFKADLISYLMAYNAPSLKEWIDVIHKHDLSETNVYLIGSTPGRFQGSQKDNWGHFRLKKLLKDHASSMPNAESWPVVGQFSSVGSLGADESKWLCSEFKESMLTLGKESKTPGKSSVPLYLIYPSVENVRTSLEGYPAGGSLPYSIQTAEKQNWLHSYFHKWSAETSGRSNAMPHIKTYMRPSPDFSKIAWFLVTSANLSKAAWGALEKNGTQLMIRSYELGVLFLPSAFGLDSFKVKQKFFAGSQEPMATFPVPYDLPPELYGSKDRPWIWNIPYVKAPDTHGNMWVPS
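Compounds were preincubated with Tdp1 (1 nM final) for 15 min at room temperature before substrate (15 nM final) started a 5 min reaction; beads (10 ug/ml final) were then added for 10 min before AlphaScreen detection.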
KAT2A inh = blocks human GCN5L2 histone acetyltransferase | 390,000 compounds, 0.21% hits | Q92830 | Potency, µM (top dose mostly 58.9 µM), inactives show at the top dose activity change, negative = inhibition, hits mostly inhibitors | GCN5L2 HAT assay, ThioGlo1 CoA-SH fluorescence
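GCN5L2 (20nM final) in 50mM HEPES, 0.1mM EDTA pH 7.5, 0.01% Tween-20 was preincubated 15 min at room temperature with compound, then given ThioGlo1 (50uM), H3(1-25) peptide (75uM) and acetyl-CoA (70uM); CoA-thiol fluorescence (Ex340/Em540) was read at 0 and 20 min.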
* marks the source's active call; other numbers are inactive results; ? = inconclusive; . = not tested or not shown; & = joins results of further samples; [ ] = dose if it differs, or a comment. Calls come from the whole dose curve; as a rule, active = well fitted curve in the direction sought with a large enough effect; inconclusive = small, poorly fitted or top-dose-only effect, or another doubt; inactive = no such curve, though single readings can be large; an effect the other way counts as inactive or inconclusive. % is set by controls: 0 for no effect and ±100 for the full control effect; potency is the fitted concentration of half-maximal effect.

SMILES	TDP1 cell noCPT	TDP1 inh	KAT2A inh
COc1ccccc1N(CC(=O)Nc1ccccc1C(=O)NCC(C)C)S(C)(=O)=O	?	7%	2%
Cc1cc(C)cc(NC(=O)c2ccc(S(=O)(=O)NCc3cccnc3)cc2)c1	-9%	.	-8%
COC(=O)/N=C(/Cc1ccc(OC)cc1)c1ccc(OC)cc1	-29%	-2%	-5%
CCn1cnc2scc(-c3ccc(C)c(C)c3)c2c1=O	?	4%	-2%
O=C(CSc1nccc(=O)[nH]1)c1ccccc1Br	-4%	1%	-1%
O=S(=O)(NCc1cn2ccsc2n1)c1ccc2c(c1)OCCO2	23µM*	3%	-22%
OCC1(CCc2ccccc2)CCN(Cc2ccc(OC(F)F)cc2)CC1	?	8%	-7%
CCOC(=O)c1cc(=O)c2ccc(OCC(=O)Nc3ccc(F)cc3)cc2o1	-17%	5%	-2%
COc1ccc(S(=O)(=O)Nc2ccc3c(c2)C(=O)N([C@@H](C)CO)C[C@H](C)[C@H](CN(C)S(=O)(=O)c2ccc(F)cc2)O3)cc1	?	2%	-4%
O=C(NCCCN1CCOCC1)/C(=C/c1ccc(F)cc1)NC(=O)c1ccccc1	-9%	-15%	-8%
COCCNC(=O)Cn1nc(-c2ccc(C)cc2)c2ccccc2c1=O	0%&5%	.	-5%&-4%
COc1cc(/C=C(\C#N)c2nc3ccccc3[nH]2)ccc1OCc1cccc(C(F)(F)F)c1	9.2µM*	3%	39%[activator]
Cc1ccc(-c2nnc(Nc3ccc(C(N)=O)cc3)c3ccccc23)cc1S(=O)(=O)NCC1CCCO1 (stereo unspecified)	?	4%	-11%
O=C(Nc1nc2ccccc2s1)C1CC(=O)N(c2ccc(Cl)cc2)C1 (stereo unspecified)	-20%	4%	-3%
COc1cc(/C=C2/C(C)=C(C#N)c3nc(N)c(C#N)c(C)c32)ccc1OCC(=O)O	-14%	-8%	0%
CCOC(=O)c1cc(-c2ccccc2)n(CCC(=O)NCc2ccccc2Cl)c1C	13µM*	-1%	-4%
CC(C)N(C(=O)CSc1nnc(CSc2ncccn2)n1C)C(C)C	-8%	-7%	-15%
CCc1ccc(CSc2nc(-c3ccc(OC)cc3)nc3c2Cc2c(CO)cnc(C)c2O3)cc1	1%	0%	-1%
O=C(CCS(=O)(=O)c1ccccc1)N1CCN(c2ccc(F)cc2)CC1	-15%	4%	0%
COc1ccc(C(=O)Nc2cccc(C(=O)OCc3cc(=O)n4c5c(sc4n3)CCCC5)c2)cc1	?	1%	-8%

Compound profiles (already shown). Order of values: TDP1 cell noCPT, TDP1 inh, KAT2A inh
O=C(Nc1nc2ccccc2s1)C1CC(=O)N(c2ccc(Cl)cc2)C1 (stereo unspecified) as listed: -20%, 4%, -3%
COc1cc(/C=C2/C(C)=C(C#N)c3nc(N)c(C#N)c(C)c32)ccc1OCC(=O)O as listed: -14%, -8%, 0%

New compounds follow
SMILES	TDP1 cell noCPT	TDP1 inh	KAT2A inh
CC(C)[C@H](NC(=O)[C@H](Cc1ccccc1)n1c(=O)[nH]c2ccccc2c1=O)C(=O)N1CCC[C@H]1C(=O)O	15%	.	-21%
CCCC(=O)Nc1nn(C)c2nc3cc(C)ccc3cc12	.	0%	-5%
CCc1ccc(NC(=O)c2cc(=O)c3ccc(C)c(C)c3o2)cc1	3.3µM*	0%	-12%
COc1ccccc1C1C(C#N)=C(N)Oc2cc(C)n(Cc3ccccn3)c(=O)c21 (stereo unspecified)	-6%	-5%	-4%
Cc1ccccc1-c1nnc(SCC(=O)N(C)c2c(N)n(Cc3ccccc3)c(=O)[nH]c2=O)n1C	3%	.	-1%
COC(=O)C1=C(C)NC(=S)NC1c1ccc(OCC(=O)N2CC(C)OC(C)C2)c(OC)c1 (stereo unspecified)	1%	0%	2%
CCc1ccc(NC(=S)N2CCC(NC(=O)c3ccccc3OC)CC2)cc1	?	5%	-1%
CCn1c(=O)c(CCC(=O)N2CCN(c3ccccn3)CC2)c(C)c2c(C)nn(-c3ccccc3)c21	21µM*	10%	-12%
COc1ccc(NC(=O)c2oc3ccc4c(c3c2C)C(=O)CC(C)(C)O4)cc1OC	12µM*	8%	-13%
COc1ccccc1N(CC(=O)N/N=C/c1ccc(SC)cc1)S(C)(=O)=O	-13%	8%	-5%
CCOc1ccc(N(CC(=O)NC2CCCCC2)C(=O)CCC(=O)Nc2nccs2)cc1	0%	.	-4%
CCn1c(=O)c2c(nc3n2CCN3c2ccccc2)n(C)c1=O	?	5%	-4%
O=C(CSc1nccn1Cc1ccco1)Nc1cccc(F)c1	?	6%&9%	-3%&-1%
Cc1ccc(NC(=O)CNC(=O)OCc2ccccc2)cc1C	-29%	7%	10%
CCOC(=O)c1sc(NC(=S)NC(=O)C2CC2)cc1C	-29%	-8%	-10%
CCN(CC)c1c2c(c(C#N)c3nc4ccccc4n13)CCC2	?	0%	-1%
Cc1ccn2c(=O)c(C(=O)NCCc3ccc(S(N)(=O)=O)cc3)c(O)nc2c1	-13%	0%	-7%
Cc1ccc(O)c(C2=NOC(O)(C(F)(F)C(F)F)C2)c1 (stereo unspecified)	-16%	4%	-2%
CCSc1nnc(NC(=O)CCNS(=O)(=O)c2ccccc2F)s1	-13%	1%	-1%
CCOC(=O)c1cc2c(=O)n3ccccc3nc2n(CCCOC)c1=NC(C)=O	-23%	1%	-33%

Molecules from the list above containing a COOH group:
SMILES	TDP1 cell noCPT	TDP1 inh	KAT2A inh
COc1cc(/C=C2/C(C)=C(C#N)c3nc(N)c(C#N)c(C)c32)ccc1OCC(=O)O	-14%	-8%	0%
CC(C)[C@H](NC(=O)[C@H](Cc1ccccc1)n1c(=O)[nH]c2ccccc2c1=O)C(=O)N1CCC[C@H]1C(=O)O	15%	.	-21%

(more compounds)
SMILES	TDP1 cell noCPT	TDP1 inh	KAT2A inh
CC1CC(=O)N(CC(=O)N2CCCC2)c2ccccc2S1 (stereo unspecified)	-4%	3%	?
COC(=O)Cn1c2ccc(F)cc2c2nc(C)sc21	0%	4%	-2%
Cc1ccc2nc(-c3cccc(Br)c3)cc(C(=O)Nn3cnnc3)c2c1	7%	-3%	-14%
Cc1cc2c(c(=O)o1)C(Cc1ccccc1)C(C#N)=C(N)O2 (stereo unspecified)	0%	-1%	3%
CC(CC(=O)NCc1ccc(Cl)cc1)CC1=NS(=O)(=O)c2ccccc2N1 (stereo unspecified)	?	5%	-11%
COc1cccc(C(=O)OCCNC(=O)c2cccnc2)c1	-6%	.	-19%
COc1ccc(NC(=O)CN2CCN(CC(=O)Nc3ccc(OC)c(OC)c3)CC2)cc1	0%	5%	-5%
CCOc1ccccc1NC(=O)CCc1c(C)nc2c(c(C)nn2-c2ccccc2)c1C	16µM*	5%	-9%
CCOC(=O)CN1C(=O)S/C(=C/c2cccc([N+](=O)[O-])c2O)C1=O	?	5%	-13%
CCN(CC)/C(=N\S(=O)(=O)c1ccccc1C)c1ccccc1	23%	-5%	3%
COc1ccc(CC(=O)Nc2ccc(C(=O)Nc3nccs3)cc2)cc1OC	-28%	-2%	-3%
CC(C)CSc1ncc(-c2cccc(C(F)(F)F)c2)cn1	?	-1%	-10%
CN1CCc2nc3sc(C(=O)C45CC6CC(CC(C6)C4)C5)c(N)c3cc2C1	?	2%	6%
CCOC(=O)c1ccccc1NC(=O)c1n[nH]c(=O)c2ccccc12	-25%	0%	-1%
CCC(C)NC(=O)CN1C(=O)NC2(CCOc3ccccc32)C1=O (stereo unspecified)	-1%	1%	-1%
CN(C)c1ccc(/C=C/C(=O)c2cccnc2)cc1	-29%	.	-2%
COc1ccc(NC(=O)CN2CCN(S(=O)(=O)c3ccc(Cl)cc3)CC2)cc1Cl	?	3%	-4%
CCN(CC)S(=O)(=O)c1cccc(NC(=O)COC(=O)CCC(=O)c2cccs2)c1	2%	-4%	-8%
Cc1ccc(C)c(N/C(N)=N/c2nc(C)cc(C)n2)c1	13µM*	4%	1%
CCOC(=O)c1[nH]c2cc(OC)c(OC)cc2c1NC(=O)CCN1CCSCC1	?	3%	?
CCN1CCN(C(c2ccccc2)c2nnnn2Cc2ccc3c(c2)OCO3)CC1 (stereo unspecified)	0%	-5%	-5%
CCOC(=O)N1CCN(C(=O)c2cc(OC)cc(OC)c2)CC1	-7%	0%	-4%
COc1ccc(CC(=O)OCC(=O)NCc2ccc(Cl)cc2)cc1	-21%	6%	-3%
O=C(Nc1ccccc1)N(CCCN1CCOCC1)Cc1cc2cc3c(cc2[nH]c1=O)OCCO3	10µM*	2%	2%
CCOc1ccc(N(C(C)C(=O)NCCSc2ccc(C)cc2)S(C)(=O)=O)cc1 (stereo unspecified)	?	.	-2%
COc1cccc(CNC(=O)CCS(=O)(=O)c2cc3c(cc2C)NC(=O)CO3)c1	-11%	-1%	10%&-3%
CCCc1nnc(NC(=O)c2cn(CC)c3cc(N4CCN(C)CC4)c(F)cc3c2=O)s1	?	4%	0%
CC1(C)[C@@H](O)CC[C@]2(C)C3C(O)C=C4[C@H]5C[C@@](C)(CO)CC[C@]5(C)CC[C@]4(C)[C@]3(C)CC[C@@H]12 (stereo partly specified)	-17%	5%	-13%
COC(=O)CC1C(=O)NCCN1C(=O)CSc1nc2ccc([N+](=O)[O-])cc2s1 (stereo unspecified)	-7%	0%	-10%
COc1ccc(NC(=O)CSCC(=O)Nc2ccccc2C(=O)N2CCCCC2)cc1	-6%	1%	-1%
O=C(Oc1ccc2ccccc2c1)c1ccccc1	-25%	.	0%
CCn1c(=O)c2c(nc(SCC(=O)N3CCC(C)CC3)n2C)n(C)c1=O	?	5%	0%
CC1CN(C(=O)COC(=O)c2cc3ccccc3cc2O)CC(C)O1 (stereo unspecified)	-15%	1%	-7%
CCOc1ccc(CNC(=O)c2ccc3nc(N4CCOCC4)sc3c2)cc1	-6%	.	2%

Filtered by structure, the compounds so far with a Cl atom.
SMILES	TDP1 cell noCPT	TDP1 inh	KAT2A inh
O=C(Nc1nc2ccccc2s1)C1CC(=O)N(c2ccc(Cl)cc2)C1 (stereo unspecified)	-20%	4%	-3%
CCOC(=O)c1cc(-c2ccccc2)n(CCC(=O)NCc2ccccc2Cl)c1C	13µM*	-1%	-4%
CC(CC(=O)NCc1ccc(Cl)cc1)CC1=NS(=O)(=O)c2ccccc2N1 (stereo unspecified)	?	5%	-11%
COc1ccc(NC(=O)CN2CCN(S(=O)(=O)c3ccc(Cl)cc3)CC2)cc1Cl	?	3%	-4%
COc1ccc(CC(=O)OCC(=O)NCc2ccc(Cl)cc2)cc1	-21%	6%	-3%

Some of the compounds tested. The share of hits here may be higher or lower than overall.
